# Assay outcomes as filed in PubChem.
# D1 PAM – enhances dopamine response at the human D1 receptor; P21728; HEK293 TREx D1 cells, calcium flux, dopamine EC20 potentiation; potentiation, % at 10 µM; 0.036% of 360,000 active; AID 504651; in the data active = potentiation above about 30%; note: 0% is about no effect
# RXFP1 antag – antagonists of human relaxin receptor RXFP1 | Q9HBX9 | HEK293-RXFP1, relaxin-stimulated cAMP HTRF, 30 min; active compounds read low | activity change, negative = inhibition, % at 57.5 µM | 0.59% of 350,000 active;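 active = activity change of -60% or lower, but not beyond a set lower limit; inconclusive = change between -60% and -40%, or beyond the set limit; inactive = change above -40%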; note: % is set by controls: 0 for no effect and ±100 for the full control effect
# D1 agonist – agonists of human D1 dopamine receptor. activation, % at 2 µM. 1% of 360,000 active. HEK293 T-REx D1 cells, calcium flux, agonist mode; in the data active = activation above about 30%; note: 0% is about no effect
#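 Agonism was scored from calcium flux recorded over 180 s (1 read/s) after pintool compound addition, following a 10-cycle baseline. Cells were inducible force-coupled HEK293 TREx D1, plated overnight at 30 C and loaded with no-wash calcium dye.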
# D1 antagonist – blocks dopamine activation of the human D1 receptor | 3.2% of 360,000 active | P21728 | HEK293 TREx D1 cells, calcium flux, dopamine EC80; active compounds read low | activity change, negative = inhibition, % at 10 µM; in the data active = activity change below about -30%; note: % is set by controls: 0 for no effect and ±100 for the full control effect
#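 Inducible Hek293 Trex D1 cells (tetracycline, overnight, 30 C). Calcium dye 30–90 min RT. Antagonist mode: EC80 dopamine added after 180 s compound read.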
# D2 PAM – positive allosteric modulators of human D2 dopamine receptor | P14416 | HEK293 T-REx D2, calcium flux, EC20 dopamine potentiation | potentiation, % at 10 µM | 0.34% of 340,000 active | AID 485347;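 active = potentiation over 3 SD above the plate norm, cut at about 30% in these data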; note: 0% is about no effect
# Target sequence (P14416 whole entry, looked up): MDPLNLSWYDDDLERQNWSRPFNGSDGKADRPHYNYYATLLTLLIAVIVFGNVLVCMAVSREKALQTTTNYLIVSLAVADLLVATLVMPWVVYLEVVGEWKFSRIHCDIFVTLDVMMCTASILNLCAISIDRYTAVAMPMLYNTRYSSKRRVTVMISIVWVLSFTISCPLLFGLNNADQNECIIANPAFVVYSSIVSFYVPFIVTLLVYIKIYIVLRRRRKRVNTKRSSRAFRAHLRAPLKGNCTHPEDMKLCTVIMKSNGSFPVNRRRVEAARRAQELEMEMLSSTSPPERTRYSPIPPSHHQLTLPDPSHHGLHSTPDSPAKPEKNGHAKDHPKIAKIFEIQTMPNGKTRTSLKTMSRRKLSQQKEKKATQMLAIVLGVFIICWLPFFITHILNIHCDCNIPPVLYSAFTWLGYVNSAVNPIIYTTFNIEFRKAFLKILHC
#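 Potentiation of an EC20 dopamine calcium response measured kinetically over 180 s, after a preceding 180 s compound-only read flagging agonists. Cells: inducible Hek293 Trex D2 line, 4000/well, cultured overnight at 30 C before dye loading.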
# TRHR PAM – allosterically enhances the human TRH receptor | P34981 | TRHR cells, fluo-8 calcium fluorescence, EC20 TRH enhancement | enhancement, % at 2 µM | 0.66% of 360,000 active | AID 493056; in the data active = enhancement above about 30%; note: 0% is about no effect
# Target sequence (P34981 whole entry, looked up): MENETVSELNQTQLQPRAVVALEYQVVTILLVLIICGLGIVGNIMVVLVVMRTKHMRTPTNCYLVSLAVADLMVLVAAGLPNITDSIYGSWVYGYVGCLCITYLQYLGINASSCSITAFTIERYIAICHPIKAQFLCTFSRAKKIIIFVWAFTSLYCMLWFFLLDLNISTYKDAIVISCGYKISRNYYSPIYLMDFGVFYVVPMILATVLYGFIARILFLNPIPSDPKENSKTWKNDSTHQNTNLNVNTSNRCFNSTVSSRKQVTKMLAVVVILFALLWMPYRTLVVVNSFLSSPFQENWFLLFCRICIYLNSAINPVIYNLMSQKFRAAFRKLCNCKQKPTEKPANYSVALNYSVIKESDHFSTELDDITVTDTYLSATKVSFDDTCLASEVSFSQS
#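 Enhancer read-out: after compound pinning and an initial kinetic agonist-mode read, an EC20 of TRH (10 nM final) was injected and fluo-8 calcium signal (Ex 480/Em 530) followed at 1 s/cycle for 100 cycles in TRHR-expressing cells.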
# Apoferritin bind – candidate novel general anesthetic via apoferritin binding. P02791. apoferritin/1-aminoanthracene competitive binding, fluorescence. Potency, µM (series often up to 77.5 µM), for the others: at the highest dose activity change, negative = displacement, most hits filed as inhibitors. 0.074% of 350,000 active; note: potency is the fitted concentration of half-maximal effect; % is set by controls: 0 for no effect and ±100 for the full control effect; nearly all actives have a fitted effect of over 20% in size
# Target sequence (P02791 2-175 limits assumed): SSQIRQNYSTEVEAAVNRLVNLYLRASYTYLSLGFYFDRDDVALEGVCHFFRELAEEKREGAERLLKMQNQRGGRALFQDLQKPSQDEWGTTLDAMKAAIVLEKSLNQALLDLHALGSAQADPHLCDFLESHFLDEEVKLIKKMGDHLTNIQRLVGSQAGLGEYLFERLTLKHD
#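 10 uM apoferritin + 50% sat. 1-AMA, PBS; cpd 10 min RT; Ex380/Em535 endpoint; normalized to free probe vs complex; 4-param Hill fit; propofol titration as pos. ctrl.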
# RXFP1 ag – activates the human relaxin receptor RXFP1 | HEK293T-RXFP1 cAMP TR-FRET, 30 min; response scale: percent of porcine relaxin response, buffer zero | AID 2676 | 0.3% of 370,000 active | Potency, µM (top dose mostly 57.5 µM), without a hit: top-dose activation, usual class: activators; note: potency is the fitted concentration of half-maximal effect; % is set by controls: 0 for no effect and ±100 for the full control effect; nearly all actives have a fitted effect of over 60% in size; many of its hits are not listed in these tables
#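 HEK293 cells stably expressing RXFP1, treated 30 min at 37C with compounds plus PDE4 inhibitor Ro 20174; cAMP measured by HTRF TR-FRET. Normalized to buffer and 29 nM porcine relaxin; EC50 by Hill fit.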
# TRHR ag – TRH receptor (human) agonism. TRHR cells, calcium flux fluo-8, FDSS agonist mode. activation, % at 2 µM. 0.18% of 360,000 active; in the data active = activation above about 30%; note: 0% is about no effect
#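 TRHR-expressing cells loaded with fluo-8 calcium dye; 23 nL library compound pin-transferred, kinetic FDSS fluorescence (Ex 480/Em 530) recorded about 180 s for agonist-induced calcium release, before a 10 nM TRH EC20 addition for potentiator mode.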
# The depositor's hits bear a star; ? = inconclusive; / = no result given; & = joins results of further samples; [ ] = another dose, or the depositor's remark. Unless noted, calls come from the whole dose curve; as a rule, active = well fitted curve in the direction sought with a large enough effect; inconclusive = small, poorly fitted or top-dose-only effect, or another doubt; inactive = no such curve, though single readings can be large; an effect the other way counts as inactive or inconclusive. An excerpt, so the mix of outcomes need not match the whole.
SMILES,D1 PAM,RXFP1 antag,D1 agonist,D1 antagonist,D2 PAM,TRHR PAM,Apoferritin bind,RXFP1 ag,TRHR ag
Cc1cc(C(=O)OCC(=O)NCc2ccccc2Cl)c(C)o1,-1,-12,2,-2,7,-2,-11%,-0.8%,-1.2
CN1CCN(C(=O)c2ccccc2NC(=O)c2ccccc2)CC1,4,3,1,4,-1,0,-5%,-0.4%,0.8
CC(=O)N1CN(Cc2ccccn2)Cc2c1sc1c2CCCC1,-6,1,-1,-13,4,2,-3%,-1.9%,-0.3
O=C(Cn1cc(C(=O)c2cccs2)c2ccccc21)NCC1CCCO1 (stereo not drawn),-1,-2,4,-15,7,-5,-6%,11%,-0.2
O=C(CNC(=O)c1ccc(Br)o1)NCc1cccc(Cl)c1,-14,-3,0,2,-1,-3,-2%,1.1%,0.6
CCC(C)Oc1nc2ccccc2nc1NS(=O)(=O)c1ccccc1 (stereo not drawn),1,-3,-2,7,2,-2,-19%,0.0%,-0.5
Cc1ccc(C(C)NC(=O)Cc2cccs2)cc1C (stereo not drawn),-12,5,2,20,10,-2,-5%,-1.6%,2.5
CC(=O)Nc1ccc(NC(=O)CSc2ccc(-c3ccco3)nn2)cc1,2,-8,1,-9,0,-1,-10%,4.7%,0.3
CC(NC(=O)Cc1cccs1)c1ccc2c(c1)OCO2 (stereo not drawn),-3,-6,2,-3,-5,-2,-13%,0.8%,-0.5
COc1cc(C(c2sc3nc(C)nn3c2O)N2CC(C)CC(C)C2)cc(OC)c1OC (stereo not drawn),2,7,4,-1,1,-6,6%,0.1%,-0.9
COc1ccccc1CNC(=O)C1CCC(=O)N(CCCc2ccccc2)C1 (stereo not drawn),-6,-9,1,-3,1,-4,-14%,2.3%,-0.1
O=C(Nc1ccsc1C(=O)O)c1ccccc1Cl,3,-7,2,2,9,-3,-1%,2.3%,-0.2
C/C(=N/NC(=O)c1nnn(-c2nonc2N)c1COc1ccccc1)c1ccc(O)cc1,2,14,8,-11,6,1,1%,-1.0%,-0.4
CC(Sc1nnc(CC(=O)Nc2ccccc2F)n1C)C(=O)Nc1nccs1 (stereo not drawn),-4,-3,2,1,-2,1,3%,0.2%,0.1
COc1ccc(OC)c(Nc2c3ccccc3nc3ccccc23)c1,-13,-11,11,-54*,-1,5,-3%,-6.4%,-0.5
CC1CC(c2ccccc2)NS(=O)(=O)O1 (stereo not drawn),-5,/,2,8,-5,0,-4%,-1.1%,-0.4
O=C(NC(=S)Nc1ccccc1O)c1cccnc1,-12,10,0,-2,5,3,-4%,-2.2%,0.1
O=C(OCc1cc(=O)n2c(n1)sc1ccccc12)c1cccc(O)c1,5,-9,4,1,10,0,-8%,2.2%,0.2
CC(C)CC(c1nnnn1C(C)C)N1CCN(C(=O)c2ccco2)CC1 (stereo not drawn),6,2,11,-6,-7,8,/,-3.0%,-0.1
COc1ccc(N2CSC3=C(C#N)C(c4cccc(OC)c4OC)CC(=O)N3C2)cc1 (stereo not drawn),-4,11,1,-5,-10,6,?,11%,0.2
CCOc1ccc(CC(=O)NC2CC(=O)N(c3cccc(F)c3)C2)cc1 (stereo not drawn),3,2,-4,/,-4,15,1%,1.1%,-0.4
O=C(Nc1cn(-c2ccccc2)nc1-c1ccc(F)cc1)c1ccccc1,-4,/,1,-9,/,-6,-6%,-0.5%,0.2
COc1ccc(-c2csc(C3=C(O)CN(Cc4ccc(Cl)cc4)C3=N)n2)cc1OC,-3,-14,1,/,-18,-1,?,-1.3%,-0.8
COc1ccc(N2CCN(S(=O)(=O)c3ccc4c(c3)N(C(C)=O)CCO4)CC2)cc1,-9,-12,10,-18,3,7,-4%,-4.0%,0.8
Cc1ccc(Nc2nc(CSc3nnc(-c4ccncc4)n3-c3ccccc3C)cs2)cc1,0,-7,1,5,10,-6,?,0.7%,0.1
CC(C)c1csc(CN2CCN(Cc3ccc(F)c(F)c3)C(CCO)C2)n1 (stereo not drawn),0,6,5,-4,-13,0,-12%,0.0%,0.2
O=C(O)c1ccc(COc2ccc(/C=N/NC(=O)c3cccs3)cc2)cc1,-5,-2,2,-20,11,-5,-17%,1.7%,-1.2
CSc1cccc(NC(=O)CCc2ccccc2)c1,1,-2,2,-9,-2,2,?,0.8%,-1.2
Cc1ccc(C(C)C)c(OCC(=O)Nc2ccc(S(=O)(=O)Nc3onc(C)c3C)cc2)c1,1,-20,-1,8,10,6,-5%,0.1%,-1.5
CCOC(=O)Cc1csc(NC(=O)Cc2ccc([N+](=O)[O-])cc2)n1,-7,10,9,-25,21,0,-9%,1.3%,0.1
COCCCn1c(SCc2cccc(C(F)(F)F)c2)nc2cc(OC)c(OC)cc2c1=N,-3,-2,6,-18,-5,11,-3%,1.1%,-0.5
Cc1ccc(CS(=O)(=O)CC(C)(O)c2ccccc2)cc1 (stereo not drawn),2,6,2,3,6,3,-10%,-0.1%,-1.6
Cc1cc(Cl)ccc1NC(=O)CN1C(=O)COc2ccc(S(=O)(=O)Nc3ccccc3)cc21,-2,/,0,-13,-5,-6,-5%,3.4%,0.5
CC1CN(C(=O)CCC(=O)NCc2ccc(F)cc2)c2ccccc2S1 (stereo not drawn),11,0,6,13,-3,-2,-21%,6.7%,-0.5
Cc1cccc(N2CCN(CCCNC(=O)c3sc4ncccc4c3-n3cccc3)CC2C)c1 (stereo not drawn),-3,-26,0,-24,-27,5,-9%,-0.4%,-0.7
CCCCc1ccc(NC(=O)CSc2nc(=O)n(CCN(CC)CC)c3c2CCCC3)cc1,-5,-16,8,-20,-10,-8,/,2.1%,1.8
Brc1cccc(-c2nnn3c2nc(N2CCCCC2)c2ccccc23)c1,-1,/,4,15,-4,-1,3%,-0.5%,0.6
Cc1ccc(NC(=O)C2CCCN2S(=O)(=O)c2ccc3c(c2)n(C)c(=O)c(=O)n3C)cc1 (stereo not drawn),2&-3,-4&3,0&-2,2&-6,-1,2&-1,-4%&1%,3.9%&4.1%,0.2&-0.1
Cc1cc2ncn(C3CC(=O)N(Cc4ccc(N5CCCC5=O)cc4)C3=O)c2cc1C (stereo not drawn),-4,/,-1,-22,2,-3,-17%,1.6%,0.6
CCC(C)NC(=O)CSc1nc2n[nH]c(C)c2c(=N)n1-c1ccc(C)c(Cl)c1 (stereo not drawn),-2,-25,3,1,-11,5,?,?,-0.5

# Five entries out of the list, arranged by length of the SMILES, low to high.
SMILES,D1 PAM,RXFP1 antag,D1 agonist,D1 antagonist,D2 PAM,TRHR PAM,Apoferritin bind,RXFP1 ag,TRHR ag
Brc1cccc(-c2nnn3c2nc(N2CCCCC2)c2ccccc23)c1,-1,/,4,15,-4,-1,3%,-0.5%,0.6
CCCCc1ccc(NC(=O)CSc2nc(=O)n(CCN(CC)CC)c3c2CCCC3)cc1,-5,-16,8,-20,-10,-8,/,2.1%,1.8
Cc1cc2ncn(C3CC(=O)N(Cc4ccc(N5CCCC5=O)cc4)C3=O)c2cc1C (stereo not drawn),-4,/,-1,-22,2,-3,-17%,1.6%,0.6
CCC(C)NC(=O)CSc1nc2n[nH]c(C)c2c(=N)n1-c1ccc(C)c(Cl)c1 (stereo not drawn),-2,-25,3,1,-11,5,?,?,-0.5
Cc1cc(Cl)ccc1NC(=O)CN1C(=O)COc2ccc(S(=O)(=O)Nc3ccccc3)cc21,-2,/,0,-13,-5,-6,-5%,3.4%,0.5

# (further entries)
SMILES,D1 PAM,RXFP1 antag,D1 agonist,D1 antagonist,D2 PAM,TRHR PAM,Apoferritin bind,RXFP1 ag,TRHR ag
CC(C)(C)c1ccc(OCC(=O)NNC(=O)C2CCCO2)cc1 (stereo not drawn),-3,-9,3,-24,-2,-1,106%[activator],1.6%,0.2
CC(C)(C)c1ccc(C(=O)NCCn2c(N)c(C#N)c3nc4ccccc4nc32)cc1,-2,-26,3,4,-4,-5,100%[activator],5.0%,0.1
O=C(CCC(=O)c1cccs1)Nc1ccccc1F,2,5,1,-21,-25,11,?,-0.3%,0.1
O=[N+]([O-])c1cc(Cl)ccc1Sc1cccc2cccnc12,-1,4,0,-2,-5,1,?,0.0%,-0.4
COc1ccc2c(c1)cc(C(=O)N[C@@H](CCSC)C(=O)N1CCC(C(=O)O)CC1)n2C,4,7,2,0,-2,8,-4%,0.0%,-0.1
O=C(COC(=O)C1COc2ccccc2O1)Nc1ccc2c(c1)CCC2 (stereo not drawn),-3,-32,2,-17,-1,0,?,1.5%,-0.6
Cc1cc(C)nc(NC(=O)CSc2nc3cc(Cl)ccc3s2)n1,-4,-5,1,1,0,0,-9%,-1.6%,-0.8
CC1(c2ccccc2)CC(C)(C)N(C(=O)c2cccc(Cl)c2)c2ccccc21 (stereo not drawn),4,-20,1,5,8,-12,-6%,3.5%,2.0
O=C(CSc1nnc2ccccn12)Nc1ccc(S(=O)(=O)N2CCOCC2)cc1,-5,-6,3,0,-13,-7,-16%,4.4%,0.3
Cc1ccc(CSc2nnc3c(n2)OC2(Nc4ccccc4-3)C(=O)Nc3ccc(F)cc32)cc1 (stereo not drawn),-1,4,3,6,0,-6,-22%,-1.8%,0.2
CCc1ccc(NC(=O)C(C)OC(=O)CCC(=O)c2cccs2)cc1 (stereo not drawn),0,-8,2,-12,-4,-4,-21%,-0.4%,-0.6
CNC(=O)COc1coc(CN2CCN(c3ccc(F)cc3)CC2)cc1=O,-3,-2,5,11,-9,-3,-5%,-1.1%,-0.2
COC(=O)CSC1=C(C#N)C(c2ccsc2)CC(=O)N1 (stereo not drawn),2,1,6,-10,3,-1,-10%,1.9%,-0.5
CCOC(=O)C1=C(COC(=O)Cc2ccc(Cl)cc2)NC(=O)NC1C (stereo not drawn),/,1,3,3,0,0,/,-1.0%,0.7
O=C(c1cccc(F)c1)N1CCN=C1SCc1cccnc1,/,/,6,0,2,-2,?,1.2%,-0.3
CSCCC(NC(=O)c1ccccc1)C(=O)OCC(=O)c1ccc[nH]1 (stereo not drawn),-1,-15,1,6,4,5,-7%,-1.3%,0.0
CCOCCCNC(=O)c1ccc(NC(=O)C2CCCO2)cc1 (stereo not drawn),-1,1,2,7,-1,8,-6%,-1.4%,0.6
O=C(Cn1c(=O)oc2cc(S(=O)(=O)N3CCCC3)ccc21)N1CCN(c2ccccc2F)CC1,-1,/,12,-17,0,2,-18%,2.5%,-0.5
COc1ccccc1CN(Cc1nc2ccccc2c(=O)[nH]1)C(=O)Nc1cccc(C)c1,3,16,4,-18,6,12,-15%,0.7%,0.3
